V-ATPase pH: alters yeast V-ATPase proton transport; S. cerevisiae, pHLuorin cytosolic pH fluorescence; response, % at 10 µM; 350,000 compounds, 0.37% hits; AID 504577; in the data active means response mostly above about 7.3%, no sharp cut-off; inactive means mostly below about 5.4%; further: actives read high; inactives centre near 0; some compounds called inactive have numbers as strong as hits; reference of the scale not given here
RTF Ca sens act: increases calcium sensitivity of human cardiac regulated thin filaments. activation, % at 7.2 µM. IANBD-labeled TnC RTF fluorescence at EC20 calcium; 0% EC20 calcium, 100% full calcium. P19429+P45379. AID 493008. 340,000 compounds, 0.24% hits;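 active means activation above the mean over all tested compounds plus 3 SD, cut at about 30% in these data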;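 further: rise in fluorescence read as greater calcium sensitivity of cardiac thin filaments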
Wnt bcat act: activates Wnt/beta-catenin signaling in a reporter cell assay | activator, plate reader | activation, % at 9.35 µM | 300,000 compounds, 1.2% hits; in the data active means activation above about 30%, passing the limit was not always enough;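 further: 0% = neutral control wells and 100% = positive control wells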
dFosB activator: activators of mouse delta FosB homodimer; purified delta FosB, TAMRA-CDK5 oligo fluorescence polarization; percent of positive-control signal above neutral wells; P13346; AID 493131; 340,000 compounds, 0.99% hits; activation, % at 25 µM;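 active means mean activation above about 17%, with every replicate also reaching it, limit read from the data, passing the limit was not always enough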;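 further: fluorescence polarization rise as delta FosB binds a TAMRA Cdk5 AP-1 oligo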
Target sequence (P13346 whole entry, looked up): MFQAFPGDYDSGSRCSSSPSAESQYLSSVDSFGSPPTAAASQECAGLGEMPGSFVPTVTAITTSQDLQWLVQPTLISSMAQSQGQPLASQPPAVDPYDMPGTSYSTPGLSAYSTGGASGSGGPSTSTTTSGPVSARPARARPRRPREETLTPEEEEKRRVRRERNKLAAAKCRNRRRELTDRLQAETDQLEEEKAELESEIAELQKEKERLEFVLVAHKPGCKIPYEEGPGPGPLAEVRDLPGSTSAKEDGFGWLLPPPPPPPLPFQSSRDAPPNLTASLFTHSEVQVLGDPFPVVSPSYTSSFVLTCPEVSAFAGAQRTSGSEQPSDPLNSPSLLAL
CDK5 p35 inh: blocks human CDK5/p35 kinase activity | Q00535+Q15078 | Recombinant CDK5/p35, ADP-Glo luminescence, 60 min | inhibition, % at 10 µM | 330,000 compounds, 0.01% hits | AID 488839;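 active means highest replicate inhibition of at least 50% and at least 75% of replicates reaching 50%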;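 further: plate controls were DMSO neutral control for no effect and GW8510 at 10 µM for full effect; many of its hits are not listed in these tables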
MITF TRPM1 HTS: increases MITF-driven TRPM1 promoter luciferase signal | AID 588334 | 300,000 compounds, 0.75% hits | SK-MEL-5 TRPM1-promoter luciferase, 24 h; % of positive control, neutral wells = 0 | activation, % at 12.5 µM;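 active means mean activation of at least 80% with every replicate also reaching 80%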;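 further: 0% = neutral control wells and 100% = parthenolide positive control wells; values of inactives mirror those of a sister screen read the other way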
Tat transport: E. coli Tat transport inhibition. E. coli MC4100 TorA-mCherry Tat export, fluorescence. inhibition, % at 10 µM. 340,000 compounds, 0.036% hits;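 active means mean replicate inhibition at least 50% and at least half of replicates individually reaching 50%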;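 further: exported cargo escapes ClpAP degradation while cytoplasmic cargo is degraded and loses fluorescence; 0% = median of neutral control wells and 100% = median of NaSCN control wells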
CAL PDZ FP-1: human CAL PDZ-peptide interaction inhibition; Q9HD26; purified CAL PDZ, TMR-peptide fluorescence polarization, 1 h; inhibition, % at 20 µM; 330,000 compounds, 0.02% hits; AID 504414;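 active means highest replicate inhibition of at least 40%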;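 further: plate controls were DMSO neutral control wells for no effect and unlabeled competitor peptide control wells for full effect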
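System: purified tagged CAL PDZ domain construct (CerCALP). Schedule: 1 h incubation at room temperature before polarization reading. Medium: 25 mM sodium phosphate pH 7.4, 150 mM NaCl, TCEP, IgG, Thesit. Read-out: percent inhibition from loss of millipolarization. Measured by: FP readout, S and P plane fluorescence. Probe or stimulus: fluorescent TMR peptide probe.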
Rtt109 HAT inh: C. albicans Rtt109 histone acetyltransferase inhibition. Q5AAJ8. purified Rtt109/Vps75, ThioGlo CoA-SH fluorescence, 4 h. inhibition, % at 34.9 µM. 330,000 compounds, 0.16% hits. AID 540336;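 active means inhibition of at least 50% in every replicate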
Target sequence (Q5AAJ8 whole entry, looked up): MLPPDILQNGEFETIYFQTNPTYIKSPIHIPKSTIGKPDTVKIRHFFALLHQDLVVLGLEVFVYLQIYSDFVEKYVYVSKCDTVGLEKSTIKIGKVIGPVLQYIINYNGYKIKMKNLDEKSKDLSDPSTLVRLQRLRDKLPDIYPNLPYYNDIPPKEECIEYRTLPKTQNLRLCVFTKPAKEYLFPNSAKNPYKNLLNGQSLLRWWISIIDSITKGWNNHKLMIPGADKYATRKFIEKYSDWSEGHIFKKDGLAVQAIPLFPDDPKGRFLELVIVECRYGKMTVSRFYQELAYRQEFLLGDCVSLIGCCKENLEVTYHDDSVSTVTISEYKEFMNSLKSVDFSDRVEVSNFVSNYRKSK
CAL PDZ FP-2: CAL PDZ (human) peptide binding inhibition | Q9HD26 | purified CAL PDZ, TMR-peptide fluorescence polarization, 1 h | inhibition, % at 24.9 µM | 300,000 compounds, 0.92% hits | AID 602252;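 active means mean inhibition of at least 30% with at least half of replicates also reaching 30%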;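 further: 0% = DMSO neutral control and 100% = excess unlabeled competitor peptide PRC23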
Active calls of the source: *; . = no result given. Not a hit list (roughly 4.1% active in at least one column).

Start of the listing, in advance:
SMILES	V-ATPase pH	RTF Ca sens act	Wnt bcat act	dFosB activator	CDK5 p35 inh	MITF TRPM1 HTS	Tat transport	CAL PDZ FP-1	Rtt109 HAT inh	CAL PDZ FP-2
CN(C)c1ccc(/C=N/N(Cc2ccccc2)c2ccccc2)cc1	-1	-8	7	-7	0.4	-8	-7	-2.6	-4	1
COc1ccccc1OCC(=O)NNC(=O)c1ccc2c(=O)n3c(nc2c1)CCC3	0	1	0	-6	0.4	3	-3	-2.5	-10	-3

The whole of this part, repeating the preview:
SMILES	V-ATPase pH	RTF Ca sens act	Wnt bcat act	dFosB activator	CDK5 p35 inh	MITF TRPM1 HTS	Tat transport	CAL PDZ FP-1	Rtt109 HAT inh	CAL PDZ FP-2
CN(C)c1ccc(/C=N/N(Cc2ccccc2)c2ccccc2)cc1	-1	-8	7	-7	0.4	-8	-7	-2.6	-4	1
COc1ccccc1OCC(=O)NNC(=O)c1ccc2c(=O)n3c(nc2c1)CCC3	0	1	0	-6	0.4	3	-3	-2.5	-10	-3
Cc1ccc(NC(=O)CN2CCC(C(=O)c3ccc4c(c3)OCCO4)CC2)cc1	2	-2	-2	-7	2.8	0	6	0.1	11	-1
Cc1ccc(OCCC(=O)OCC(=O)NCCc2ccc(Cl)cc2)cc1	-2	-7	0	-7	1.3	7	5	-2.2	-1	-4
COc1cc(-c2noc(C)c2C#CCO)cc(OC)c1OC	-3	2	-1	-1	6.0	-7	-4	-1.0	-1	-2
COc1ccc(C(C)=O)cc1CSc1nnc(Nc2c(C)cccc2C)s1	-3	0	-3	-6	-2.1	2	0	-3.2	33	-1
CCn1c(=O)cc(SCC(=O)N2CCN(c3ccccc3F)CC2)c2ccccc21	4	1	2	-10	2.0	.	13	.	5	-6
COc1ccc(-n2c(=O)[nH]c3cc(C(=O)NCCc4ccccc4)ccc3c2=O)cc1OC	-1	-1	2	-5	1.2	-9	-4	-3.5	1	-7
CCOc1ccc(S(=O)(=O)NCCC(=O)OCC(=O)Nc2cc(C)on2)cc1	-1	-2	5	1	0.2	5	-1	-1.0	5	0
CCOc1ccc(NS(=O)(=O)c2ccc(C(=O)NCCCN3CCCC3=O)cc2)cc1	3	0	-2	-4	1.4	-13	-3	-1.9	-2	-5
CN(/N=C/c1ccccc1Cl)c1ncc(Cl)cc1C(F)(F)F	-9	-2	0	2	0.4	16	0	0.7	5	44*
CC(C)(C)OC(=O)N1CCC(c2c(C(=O)N3CCN(C4CCCCC4)CC3)cnn2-c2ccc(F)cc2)CC1	-1	-2	-2	-8	0.3	3	-4	-0.1	-4	-5
CCOCCCNC(=O)Cn1cc2c(n1)CCCCC2	0	-5	-2	1	0.1	.	0	0.1	-3	.
Cc1sc2ncnc(N3CCC(C(=O)NNC(=O)c4ccc(F)cc4)CC3)c2c1C	3	-4	3	-4	0.9	-4	12	-4.6	-3	-3
COc1ccc(CN2CCN(c3ccccc3OC)CC2)cc1OC	6	-3	-1	-2	1.1	.	0	-0.6	13	-3
N=C1N(/N=C/c2ccccc2)C(=Nc2ccccc2)C(=S)N1c1ccccc1	7	1	.	-9	1.6	.	-8	0.2	-2	-4
COc1ccccc1-c1c(C)nn2c(N3CCC(C)CC3)cc(C)nc12	9	-2	-5	-3	2.4	-6	1	-2.4	28	-2
Cc1cccn2c(=O)nc(SCC(=O)NC3CCCCC3)nc12	0	4	-1	-5	0.9	6	6	-1.8	-11	-5
Fc1ccc(/C=N/N2CCCCC2)c(F)c1	2	-1	2	7	0.5	10	-13	-0.6	.	-1
Cc1cc([N+](=O)[O-])nn1CCCC(=O)Nc1cccc(Cl)c1Cl	-1	1	-3	2	-0.3	8	-4	13	-4	-2
CCOc1ccccc1NC(=O)COC(=O)CN1C(=O)NC(C)(C)C1=O	1	-7	3	-3	0.3	2	-3	1.3	5	-7
CCC1(c2ccccc2)NC(=O)N(CC(=O)Nc2cc(S(=O)(=O)N3CCCCCC3)ccc2OC)C1=O (stereo not given)	2	-2	-4	3	-3.6	-11	5	-2.8	21	-4
COc1ccc(/C=N/NC(=O)CSCC(=O)Nc2ccccc2)cc1	-3	-2	13	5	0.9	8	-7	-1.0	-3	5
CCc1ccccc1NC(=O)Nc1c(C)n(C)n(-c2ccccc2)c1=O	-2	-5	4	0	-1.8	-4	-7	-1.4	7	-3
CCN1CC=C2C(C#N)=C(N)C(C#N)(C#N)C(c3cc(Cl)ccc3Cl)C2C1 (stereo not given)	-5	39*	-9	-5	1.2	-8	0	.	-121	-4
Cc1ccc(C)c(OCC(=O)Nc2ccccc2C(=O)N2CCN(C)CC2)c1	-2	-1	-1	0	-1.2	-3	12	-2.4	-8	0
O=C(Nc1ccc2ccccc2c1)[C@@H]1C[C@H]1[C@@H](NP(=O)(c1ccccc1)c1ccccc1)c1ccccc1	-5	10	-2	-5	0.4	-17	-3	0.5	-6	-1
COc1ccc(-n2c(CN3CCN(c4ccccc4OC)CC3)nc3ccc([N+](=O)[O-])cc3c2=O)c(OC)c1	1	2	2	-8	0.3	-21	-3	-0.8	1	-2
S=C(Nc1cccc2ccccc12)NC1CCCCC1	-1	-4	15	-8	-7.4	7	7	0.1	-4	-4
Cc1c(O)ccc2c(CN3CCN(CCO)CC3)cc(=O)oc12	9	7	-6	-5	-1.8	-8	2	0.7	4	-3
Cc1ccc(C)c(N(C)S(=O)(=O)c2ccc3[nH]cc(C(=O)NCCN4CCOCC4)c(=O)c3c2)c1	5	0	.	-3	0.1	12	6	-3.7	24	-19
O=C(CCC1CCN(C(=O)c2ccco2)CC1)NCc1ccc(F)cc1	0	-2	-2	4	-0.6	4	-7	-0.3	-5	.
CCCCn1c(SCC(=O)c2ccccc2)nc2ccsc2c1=O	0	0	-2	-10	1.8	-4	2	-1.9	-1	0
Cc1ccc(S(=O)(=O)NC(=O)NCc2ccccc2)cc1	3	3	.	1	-1.8	0	-11	0.3	5	-2
COc1cc(NC(=O)CN2C(=O)C(=O)N(C3CCCC3)C2=O)cc(OC)c1	1	3	1	-6	-0.8	-8	2	-0.5	-6	-5
CN(C(=O)COC(=O)c1ccc(Cl)cc1N)C1CCCCC1	3	2	4	-8	-0.2	48	-4	-0.1	4	34*
COc1ccc(-n2c(CNC(=O)COc3ccc(Cl)cc3Cl)n[nH]c2=S)cc1	0	7	-1	-5	-1.9	-7	5	-0.2	1	.
Cc1ccc(-c2nc(C)sc2CC(=O)Nc2cccc(C)c2C)cc1	2	-1	2	-2	-2.3	-15	-16	-0.1	1	-8
O=C(Nc1ccc(S(=O)(=O)N2CCCCC2)cc1)c1ccc(CN2CCOCC2)cc1	2	-3	.	-16	-0.9	-10	-4	-3.5	8	-2
CC(=O)c1ccc(N2CCN(C(=O)c3ccc(NC(=O)C4CCCO4)cc3)CC2)cc1 (stereo not given)	-1	-2	-4	7	0.2	1	-2	-1.4	-4	-3
CC(=O)NN1C(=O)/C(=C/c2ccc(Br)o2)SC1=S	1	-1	.	-11	-3.3	4	-17	-0.3	-5	9
COc1cc(/C=C2\SC(=Nc3ccccc3)NC2=O)cc(Cl)c1O	2	63*	4	-7	0.3	21	-3	1.2	-13	19
C/C(=C\C(=O)Nc1cc(C)on1)c1ccccc1	-1	3	.	-1	-2.0	82*	-8	-2.3	-2	.
Cc1ccc(NC(=S)NCc2ccc3c(c2)OCO3)cc1C	2	-3	.	-4	0.9	-14	1	-0.4	-7	-3
Cc1cc(NC(=O)CN2C(=O)NC3(CCCCCC3)C2=O)no1	-2	-2	-7	-9	-0.5	19	1	-1.1	33	-1
CNC(=O)CN(c1cc(OCCOC)c(Cl)cc1Cl)S(=O)(=O)c1ccccc1	2	5	-2	-4	-7.2	-9	2	-1.6	3	1
Cc1ccc(NC(=O)c2nc[nH]c2C(=O)N2CCCCC2)c(C(=O)c2ccccc2)c1	-6	-5	.	-7	0.2	14	1	-1.4	11	-5
Cc1ccc(SCC(=O)Nc2ccc(S(=O)(=O)Nc3ncccn3)cc2)cc1	0	-2	.	3	-0.9	-3	6	-0.4	3	.
O=C(CCNC(=O)c1ccccc1)NNC(=O)c1ccccc1Br	3	-2	2	2	-0.7	-3	-5	-1.0	2	.
O=C1C2C3C=CC(C3)C2C(=O)N1CCCCCCN1C(=O)C2C3C=CC(C3)C2C1=O (stereo not given)	2	3	-2	-8	-0.3	3	6	-3.1	0	-3
COc1cccc(C(=O)NCC(=O)N2CCN(c3ccc(C(F)(F)F)cn3)CC2)c1	-2	-2	1	-4	0.2	0	-4	-1.5	-2	6
O=C(Cc1cccs1)Nn1c(Cc2cccs2)nc2ccccc2c1=O	-5	-1	-3	-7	-0.3	6	1	0.2	5	.
CCCC(=O)Nc1ccc2c(c1)nc(CN1CCN(C(=O)OCC)CC1)n2C	-2	-7	-2	-3	1.3	10	5	0.1	20	-3
COCCN1C(=O)c2ccccc2C(C(=O)NCCN(C)C)C1c1ccc(F)cc1 (stereo not given)	1	0	0	-3	0.3	.	-11	0.5	1	-6
Cc1nc2ccc(Br)cc2c(-c2ccccc2)c1C(=O)O	-2	4	-1	0	0.2	7	2	-4.2	8	-3
O=C(COC(=O)c1c(F)cccc1Cl)NC1CCCCC1	0	-5	16	0	0.1	85*	-3	-2.3	-5	-5
CCOC(=O)c1ccc(N2CCN(c3ccccc3F)CC2)c(NC(=O)Nc2ccccc2)c1	4	-1	-2	-1	.	-7	-4	-3.9	-7	-4
COP(=O)(c1ccc(N(C)C)cc1)C(O)c1ccccc1 (stereo not given)	0	5	0	2	0.1	11	10	0.9	-7	1
O=C(NCCc1c[nH]c2ccccc12)c1ccc(Br)o1	2	-6	17	1	0.1	35	-6	0.3	-36	-6
Cc1cc(C)n(-c2ccc(OCC(=O)O)nn2)n1	-1	-2	-5	4	-1.5	-1	4	-1.5	-3	.
Remaining list, next part:
SMILES	V-ATPase pH	RTF Ca sens act	Wnt bcat act	dFosB activator	CDK5 p35 inh	MITF TRPM1 HTS	Tat transport	CAL PDZ FP-1	Rtt109 HAT inh	CAL PDZ FP-2
CCC(c1nnnn1C(C)(C)C)N(Cc1ccco1)Cc1cc2cccc(C)c2[nH]c1=O (stereo not given)	-2	-2	.	-12	-0.1	-9	15	-1.2	22	-2
O=C(Nc1ccc(F)cc1)N(Cc1ccco1)Cc1cc2cc3c(cc2[nH]c1=O)OCO3	2	-2	.	11	-1.0	-3	3	-1.7	15	-3
c1ccc(-c2ccc(C3=Nn4c(nnc4-c4cc(-c5ccccc5)n[nH]4)SC3)cc2)cc1	4	-1	0	6	-1.2	24	-4	-3.1	-10	.
CC(C)C(=O)NC(=S)Nc1sc2c(c1C(N)=O)CCCC2	-1	3	11	-4	0.7	36	-9	-0.4	-4	8
O=c1c(C=Nc2ccc(Cl)cc2)c[nH]n1-c1cccc(Cl)n1	11*	2	.	-5	0.5	-2	1	-0.5	1	-2
COc1cc(/C=C/c2cccc[n+]2C)ccc1OCC(=O)Nc1ccccc1C	-2	-4	-1	-10	-0.9	5	-4	-1.8	-16	-2
O=C(Cc1cccs1)Nc1nnc(SCc2cccc3ccccc23)s1	2	-1	3	-2	-4.8	8	5	0.2	-5	-3
COC(=O)c1cc(=O)n(Cc2cccs2)c(=NCc2cccs2)s1	2	-6	.	2	-1.1	-3	-2	-0.4	-7	-1
